# Bioassay records deposited in PubChem by several laboratories.
# BoNT-F LC inh = blocks Botulinum neurotoxin F light chain protease; Multiplex microsphere protease cleavage assay, flow cytometry; inhibition, % at 10 µM; 360,000 tested, 0.22% active; in the data active = inhibition above about 35%, passing the limit was not always enough; inconclusive = no clear call, values can overlap the other calls; note: plate controls were buffer without enzyme for full effect and enzyme alone for no effect
# Mtb UGM inh = blocks M. tuberculosis UGM enzyme; purified UGM, fluorescence polarization probe displacement; inhibition, % at 10 µM; 320,000 tested, 0.06% active; in the data active = inhibition above about 10%, passing the limit was not always enough; inconclusive = no clear call, values can overlap the other calls
# Mtb FBA inh = Mtb fructose-bisphosphate aldolase inhibition. purified M. tuberculosis FBA, fluorescence read-out. inhibition, % at 1 µM. 360,000 tested, 2.3% active. AID 588726; in the data active = inhibition above about 27%;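 note: 0% = vehicle and 100% = reference inhibitor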
# Target sequence (P9WQA3 whole entry, looked up): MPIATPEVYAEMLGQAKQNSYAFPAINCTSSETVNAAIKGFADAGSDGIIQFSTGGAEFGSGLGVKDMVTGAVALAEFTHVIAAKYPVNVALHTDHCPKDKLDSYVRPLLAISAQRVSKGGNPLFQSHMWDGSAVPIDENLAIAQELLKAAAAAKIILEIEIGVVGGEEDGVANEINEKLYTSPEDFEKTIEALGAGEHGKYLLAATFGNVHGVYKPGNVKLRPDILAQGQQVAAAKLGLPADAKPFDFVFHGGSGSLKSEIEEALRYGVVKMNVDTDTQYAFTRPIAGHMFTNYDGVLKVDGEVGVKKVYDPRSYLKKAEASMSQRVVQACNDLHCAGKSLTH
# BioA inh = blocks M. tuberculosis BioA enzyme activity | inhibition, % at 9.99 µM | 360,000 tested, 0.096% active | purified M. tuberculosis BioA enzyme, plate reader; in the data active = inhibition above about 40%; inconclusive = no clear call, values can overlap the other calls
# MazEF act = activators of E. coli MazEF toxin-antitoxin RNase; 350,000 tested, 0.32% active; FAM/BHQ RNA-DNA oligo cleavage fluorescence, 5 h; activation, % at 20 µM; in the data active = activation above about 50%
# Target sequence (P0AE70 whole entry, looked up): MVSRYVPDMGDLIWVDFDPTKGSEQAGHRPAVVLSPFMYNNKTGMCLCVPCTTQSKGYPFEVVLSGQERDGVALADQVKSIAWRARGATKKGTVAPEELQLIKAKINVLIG
# CCHFV vOTU inh = CCHFV vOTU protease inhibition; Pep-AMC fluorescence; inhibition, % at 11.5 µM; 370,000 tested, 0.55% active; AID 651958; note: 0% = vehicle wells with enzyme and 100% = no enzyme wells
# DUSP3 inh = DUSP3 (human) phosphatase inhibition. P51452. recombinant VHR phosphatase, pNPP absorbance. inhibition, % at 13.3 µM. 290,000 tested, 0.52% active. AID 1654; in the data active = inhibition above about 50%; note: some compounds called inactive have numbers as strong as hits
# Target sequence (P51452 whole entry, looked up): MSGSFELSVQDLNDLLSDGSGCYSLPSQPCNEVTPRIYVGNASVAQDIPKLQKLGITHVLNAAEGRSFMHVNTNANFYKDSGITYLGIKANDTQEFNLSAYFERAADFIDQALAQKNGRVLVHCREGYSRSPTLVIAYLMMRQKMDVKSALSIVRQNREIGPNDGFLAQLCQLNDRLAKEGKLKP
# GDH-TPI inh = inhibits GDH-TPI coupling enzymes, artifact for Mtb FBA screen. GDH-TPI coupled enzyme counterscreen, NADH absorbance. inhibition, % at 4.8 µM. 360,000 tested, 1.2% active;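 note: 0% = DMSO wells and 100% = wells lacking the enzyme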
# FadD28 binding = M. tuberculosis FadD28 bisubstrate binding inhibition; FadD28 bisubstrate probe binding, fluorescence polarization; inhibition, % at 12.5 µM; 360,000 tested, 0.22% active; AID 588549; in the data active = inhibition above about 8.5%, passing the limit was not always enough; inconclusive = no clear call, values can overlap the other calls
# Rv3671c inh = inhibitors of M. tuberculosis serine protease Rv3671c; inhibition, % at 5.96 µM; AID 2606; 320,000 tested, 0.048% active; in the data active = inhibition above about 38%;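 note: extracellular domain of Rv3671c used as enzyme; 0% = enzyme with DMSO and 100% = no enzyme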
# Target sequence (P9WHR9 whole entry, looked up, the tested form may be a part): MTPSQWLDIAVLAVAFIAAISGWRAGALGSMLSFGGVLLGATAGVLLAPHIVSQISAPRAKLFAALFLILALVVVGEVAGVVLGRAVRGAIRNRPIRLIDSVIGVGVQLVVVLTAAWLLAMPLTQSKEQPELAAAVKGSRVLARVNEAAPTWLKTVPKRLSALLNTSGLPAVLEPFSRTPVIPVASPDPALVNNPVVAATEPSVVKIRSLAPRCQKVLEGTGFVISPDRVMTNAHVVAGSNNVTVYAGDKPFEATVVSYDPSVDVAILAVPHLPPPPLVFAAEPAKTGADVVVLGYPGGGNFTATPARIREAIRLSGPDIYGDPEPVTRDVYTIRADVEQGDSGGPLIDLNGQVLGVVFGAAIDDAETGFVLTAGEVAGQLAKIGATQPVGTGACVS
# * marks the source's active call; other numbers are inactive results; ? = inconclusive; nt = no result given; & = joins results of further samples. Cut-off read from the data, not from the text of the source, unless noted: active = inhibition above about 30%; inactive = the rest. Rows are unselected; any-hit rate near 4.9%.
SMILES,BoNT-F LC inh,Mtb UGM inh,Mtb FBA inh,BioA inh,MazEF act,CCHFV vOTU inh,DUSP3 inh,GDH-TPI inh,FadD28 binding,Rv3671c inh
O=C(c1cccs1)c1ccc(-c2cccs2)s1,11,1.8,7,nt,-28,-8,-30,10,-0.4,-11
Cc1cc(C)cc(NC(=O)CSc2nnc(Cn3c(=O)sc4ccccc43)n2C)c1,-16,2.9,4,-0.4,-3,-12,39,14,0.5,-1
NP(=O)(OCCCc1ccccc1)Oc1ccc(Cl)cc1 (stereo not drawn),-2,1.0,-3,0.0,4,7,13,-2,-10,2
COc1ccc(C(=O)N/N=C/C23CC[C@@H](O)CC2(O)CC[C@@H]2[C@@H]3CCC3(C)C(C4=CC(=O)OC4)CCC23O)cc1 (stereo partly drawn),-6,-3.5,0,nt,11,-10,6,5,-1.6,-1
COc1ccc(NC(=O)c2c[nH]c(=O)n(-c3ccc(C)c(C)c3)c2=O)c(OC)c1,0,nt,-1,2.3,-19,4,nt,-2,-3.4,nt
CS(=O)(=O)N1CCc2cc(C(=O)Nc3ccccc3Cl)ccc21,?,-0.5,-1,0.2,2,14,-11,2,-2.4,8
CCCCCCn1c(SCC(C)C)nc2c1c(=O)[nH]c(=O)n2C,-2,1.8,1,-2.0,-17,7,14,8,-4.2,-9
Cc1nc(CNS(=O)(=O)c2cc([N+](=O)[O-])ccc2C)cs1,-1,0.5,3,-0.7,4,6,1,12,-0.5,-2
CCc1ccc2[nH]c(=O)c(CN(Cc3ccccc3OC)Cc3nnnn3Cc3ccco3)cc2c1,-3,2.8,13,-3.2,-1,-2,6,22,-3.2,-33
O=C(CN1C2=NCCN2c2ccccc21)c1cccs1,-1,0.9,7,nt,-1,-8,-2,-3,-1.2,-3
CCOc1ccc(CN2CCN(Cc3cccn3-c3cccnc3)CC2CCO)cc1 (stereo not drawn),-6,-0.4,-5,nt,-8,6,38,-7,-4.0,-5
CC(Oc1ccccc1)C(=O)OCC(=O)N1CC(=O)Nc2ccccc21 (stereo not drawn),-7,0.3,1,nt,2,-5,18,-1,?,-2
Cc1ccc(CS(=O)(=O)CC(C)(O)c2ccccc2)cc1 (stereo not drawn),16,1.1,2,-0.2,10,-18,12,0,-5.1,6
Cc1ccsc1/C=C1/SC(=O)N(CC(=O)N2CCOCC2)C1=O,nt,-2.7,-3,nt,1,18,8,21,-0.5,-8
Cc1ccc(NC(=O)/C(=C\c2ccc3c(c2)OCO3)NC(=O)c2ccco2)cc1,-3,-0.9,0,-1.1,7,-1,1,40*,2.1,0
O=C1C(Cl)=C(N2CCCCC2)C(=O)N1c1ccccc1,-2,2.0,-6,-2.7,-17,-3,13,1,-4.1,-11
CC(C)(C)OC(=O)NCCCC[C@H](NC(=O)c1[nH]cnc1C(=O)Nc1ccc(Cl)cc1)C(=O)OC(C)(C)C,-2,-1.8,7,-0.1,-3,nt,11,-4,-5.3,-46
COc1cccc(-c2nn(C)c3sc(C(=O)NCc4ccccn4)cc23)c1,-2,-0.2,80*,-0.8,-8,-10,14,20,-1.6,-14
Cc1cc(C)c(NC(=O)CN(C)CC(=O)N(C)CC(=O)Nc2c(Cl)cccc2Cl)c(C)c1,3,nt,2,-3.6,0,1,nt,4,-0.6,3
CC(C)C(NS(=O)(=O)c1cccs1)C(=O)NCCN1CCN(c2ccccc2)CC1 (stereo not drawn),-22,-0.7,6,-0.5,3,nt,20,-5,1.4,1
COc1ccc2cc(CN(CCc3ccccc3)Cc3nnnn3Cc3ccco3)c(=O)[nH]c2c1,-4,-0.3,6,0.0,10,-3,25,24,-5.0,-6
COc1ccc(C2C(C(=O)N3CCOCC3)CCC(=O)N2c2cc(OC)c(OC)c(OC)c2)cc1 (stereo not drawn),9,2.4,-4,-0.4,1,-4,9,-8,-3.6,-5
CCCCOC(=O)c1ccc(OC(=O)N2CCOCC2)cc1,nt,-0.4,-1,-0.5,-2,-3,-6,-11,-2.5,-5
Cc1ccc(C)c(/C=N/n2cc(-c3ccccc3)[nH]c2=S)c1,1,0.0,43*,nt,9,5,22,1,0.0,3
CC1Cc2ccccc2N1C(=O)CSc1nc2ccccc2n1CC(=O)N1CCOCC1 (stereo not drawn),-5,-1.9,-2,-0.3,2,-13,5,8,-3.7,1
SMILES,BoNT-F LC inh,Mtb UGM inh,Mtb FBA inh,BioA inh,MazEF act,CCHFV vOTU inh,DUSP3 inh,GDH-TPI inh,FadD28 binding,Rv3671c inh
C[C@@H]1CN([C@@H](C)CO)C(=O)CCCn2nncc2CO[C@@H]1CN(C)C(=O)Nc1ccc2c(c1)OCO2,-2,nt,2,-3.3&-1.2&-0.1,12,15,nt,2,-1.8,nt
COc1ccc(-c2ccc(SCC(=O)N3CCOCC3)nn2)cc1,6,-2.0,3,3.6,3,-4,10,-4,1.0,-7
O=C(Nc1ccccc1)c1ccccc1NC(=O)C(F)(F)F,-9,1.1,0,-1.8,3,-5,-15,-11,-3.2,-1
C[C@@]12C(=O)Nc3ccc(F)cc3C(=O)N1[C@H]1c3cc(Cl)ccc3OC[C@@H]1[C@@H]2c1ccccc1,1,5.2,2,0.7,-1,-4,nt,9,-7.6,-69
Fc1ccc(NCc2nnc3n2CCCCC3)cc1,-2,0.7,-3,nt,10,5,19,-8,-2.0,-1
CC1CN(C(=O)COc2coc(CN3CCc4ccccc4C3)cc2=O)CC(C)O1 (stereo not drawn),?,-0.9,-1,0.1,1,0,nt,-7,-3.4,4
COC(=O)c1ccc(/C=C2\SC(=S)N(CCCC(=O)NCCCN3CCOCC3)C2=O)cc1,-20,2.7,1,0.6,-22,-3,-4,9,-1.4,-21
CCOC(=O)C1CCCN(C(=O)c2cncc(Br)c2)CC1 (stereo not drawn),1,nt,0,-0.1,nt,-10,nt,2,-1.1,nt
COc1ccccc1C1CCN(c2ccc([N+](=O)[O-])cn2)CC1,?,-0.3,1,-0.1,-3,0,5,11,-2.2,-3
COc1cccc(NC(=O)C2(C)CCN2C(=O)CCC2CCCC2)c1 (stereo not drawn),2,nt,4,3.5,nt,18,nt,4,-0.7,nt
Cc1cc(C)n(-c2cc(N3CCN(C(=O)c4ccc(C(C)(C)C)cc4)CC3)ccc2[N+](=O)[O-])n1,4,0.1,-17,0.5,3,21,12,-5,-4.4,-6
Cc1ccc(/C=N/NC(=O)c2ccoc2C)o1,-2,-1.7,1,nt,1,-20,8,5,-0.3,-4
CC[C@H]1c2[nH]c3ccc(C(C)C)cc3c2[C@@H]2CCN3C(=O)CCC[C@H]1[C@H]23,-4,nt,-1,-1.1,6,1,nt,11,0.1,nt
CC(=O)NC1C(=O)N(CCN2CCOCC2)c2ccc(F)cc21 (stereo not drawn),-56,-3.2,-4,nt,7,-9,16,1,0.2,nt
CC(=O)c1ccc(-n2ccc(=O)cc2)cc1,0,1.3,1,4.1,2,4,nt,-1,2.1,-3
CCCN1C(=O)C(NC(=O)c2ccncc2)(C(F)(F)F)C2=C1CC(C)(C)CC2=O (stereo not drawn),-11,-0.4,1,0.5,4,4,-8,9,1.1,-3
Cc1ccc2nc(NC(=O)c3cccc(-c4cc5ccccc5oc4=O)c3)sc2c1,nt,-1.1,nt,nt,-17,-10,21,nt,nt,-14
Nn1c(Cc2cccc3ccccc23)nnc1SCCOc1ccc(Br)cc1,2,-3.3,-2,nt,-5,-4,0,6,-3.6,-8
O=C(Nc1ccc(F)cc1)c1cccnc1NCCc1ccccc1,-10,nt,-2,2.2,-6,1,26,5,-3.4,-54
O=C(OCC(=O)N1CCN(C(=O)c2ccco2)CC1)c1ccccc1O,-2,0.2,-3,5.8,-4,1,5,7,-1.4,1
CC(C)(C)OC(=O)N(Cc1ccccc1)Cc1ccccc1OCc1cccc(NC(=O)c2ccccc2)c1,0,nt,-1,-0.2,4,5,nt,17,-1.4,nt
N#Cc1c(=O)c2nc(NCCCO)ncc2n2c(=O)c3ccccc3[nH]c12,3,-0.3,-6,nt,7,4,12,20,1.6,-1
O=C(Nc1ccccc1-c1ccccc1)c1ccc(Br)o1,-55,4.0,0,-2.5,-5,8,20,11,-1.8,-3
C[C@@H]1NC(=O)c2cc([N+](=O)[O-])cc(I)c2OCC[C@@H](C(N)=O)NC(=O)[C@H](CCCCN)NC1=O,-5,2.6,-1,-1.4,1,nt,8,9,-2.7,-4
Cn1c(=O)oc2cc(S(=O)(=O)N3CCCC(C(=O)Nc4nccs4)C3)ccc21 (stereo not drawn),-3,-2.0,2,-0.7,3,-10,42,6,-0.3,-10
SMILES,BoNT-F LC inh,Mtb UGM inh,Mtb FBA inh,BioA inh,MazEF act,CCHFV vOTU inh,DUSP3 inh,GDH-TPI inh,FadD28 binding,Rv3671c inh
Cc1nn(Cc2ccc([N+](=O)[O-])cc2)c(=O)n1-c1ccccc1Cl,-2,1.9,-1,nt,5,1,22,7,0.1,0
CSc1nncn1/N=C/c1ccccc1F,-6,2.4,1,-1.6,-3,-3,-6,4,-1.4,-1
CC(NC(=O)COC(=O)c1cccc(S(=O)(=O)N2CCCC2)c1)c1ccccc1 (stereo not drawn),-2,9.6,1,-0.4,1,11,nt,12,-1.8,9
CC1CCN(C(=O)c2ccc(S(=O)(=O)Cc3cc(F)ccc3F)c([N+](=O)[O-])c2)CC1,34,1.2,2,nt,3,9,4,2,-1.2,3
COc1cc(OC)c(C(=O)NCc2cccnc2)cc1OC,-3,0.0,6,6.2,1,-9,25,-4,0.7,6
COc1ccc(COC[B-](F)(F)F)cc1,-6,nt,-2,-3.3,7,0,nt,-1,-0.9,nt
CC(=O)N(C)c1ccc(NC(=S)NCC(C)C)cc1,-2,-0.4,1,-1.0,4,8,5,1,-0.2,4
COC(=O)c1ccccc1NC(=O)c1ccc(Cn2cc(Cl)cn2)o1,-2,0.9,1,1.4,-1,14,31,8,-1.0,-7
CCOC(=O)N1CCC2(CC1)CC(=O)c1cc(O)ccc1O2,0,0.6,2,-0.2,2,9,15,12,-1.9,1
COc1cc(C2Nc3ccccc3NC3=C2C(=O)CC(C)(C)C3)cc(OC)c1OC (stereo not drawn),15,2.4,3,-0.2,9,-1,68,22,-0.7,-5
Cc1cc(C)cc(NC(=S)/N=C(\N)Nc2nc(C)c3ccccc3n2)c1,-2,nt,1,nt,2,9,5,10,-1.3,-24
CC/C(=N\NC(=O)c1ccccc1)c1c(O)n(Cc2ccccc2)c(=O)[nH]c1=O,-12,0.2,5,-3.5,-4,6,20,21,4.8,6
COc1ccc(C(C(=O)NC(C)(C)C)N(CC2CCCO2)C(=O)CCC(=O)Nc2cc(C)on2)cc1 (stereo not drawn),-5,-0.1,1,-0.6,-3,6,8,14,-1.0,7
COc1ccccc1NS(=O)(=O)c1cc(NC(=S)NCCN2CCOCC2)ccc1N1CCOCC1,3,0.6,3,nt,1,-18,4,-5,-2.7,-2
CN1C(=O)Nc2cccc3cccc1c23,1,2.5,2,-2.0,5,6,13,2,-1.0,-14
COc1ccc(NC(=O)Nc2cnccn2)cc1OC,10,1.2,3,0.7,5,6,24,-11,-3.6,2
CC(OC(=O)c1cc(O)c2ccccc2c1O)C(=O)Nc1ccc(C(N)=O)cc1 (stereo not drawn),-11,-0.6,1,4.3,-1,86*,nt,1,1.7,-25
CCOC(=O)c1cnc(/N=C/N(C)C)s1,-4,-3.2,-1,nt,-2,7,-9,22,-2.7,6
Cc1ccc(C)c(NC(=O)COC(=O)c2cccc(S(=O)(=O)N3CCCCC3)c2)c1,nt,-1.6,3,-1.8,5,-11,nt,-7,-2.5,7

# Not a retest: entries from further up.
SMILES,BoNT-F LC inh,Mtb UGM inh,Mtb FBA inh,BioA inh,MazEF act,CCHFV vOTU inh,DUSP3 inh,GDH-TPI inh,FadD28 binding,Rv3671c inh
COc1ccc(NC(=O)Nc2cnccn2)cc1OC,10,1.2,3,0.7,5,6,24,-11,-3.6,2
CC(OC(=O)c1cc(O)c2ccccc2c1O)C(=O)Nc1ccc(C(N)=O)cc1 (stereo not drawn),-11,-0.6,1,4.3,-1,86*,nt,1,1.7,-25
CCOC(=O)c1cnc(/N=C/N(C)C)s1,-4,-3.2,-1,nt,-2,7,-9,22,-2.7,6
